Compound activity deposited in PubChem BioAssay by Southern Research Specialized Biocontainment Screening Center.
influenza NS1A = H1N1 influenza NS1A inhibitors, functional cell based assay (AID 504329) | NS1A functional cell-based assay, percent inhibition; higher % means a stronger effect | inhibition, % at 12.5 µM; hits with a dose series show IC50 in µM | hit rate 0.3% among 340,000; in the data active = a potency from the dose series; inconclusive = inhibition above about 27% without an active follow-up result; also: strong numbers were not always called active
PhoP GFP inhibition = PhoP regulon inhibitors, Salmonella typhi PhoP promoter GFP reporter, confirmatory (AID 1850) | Salmonella Typhi PhoP-promoter GFP reporter, fluorescence, 4 h; higher % means a stronger effect | one-dose inhibition, % at 50 µM; IC50 in µM for titrated hits | hit rate 0.33% among 310,000; in the data active = a potency from the dose series; inconclusive = inhibition mostly from about 25% at the one dose, without a potency; inactive = the rest, 99 in 100 with inhibition below about 19%;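 also: 0% = induced wells with vehicle and 100% = uninduced wells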
M. tuberculosis HTS = M. tuberculosis growth inhibition, HTS (AID 449762); M. tuberculosis H37Rv growth inhibition, 7H9 media; higher % means a stronger effect; inhibition, % at 25 µM, or IC50 in µM where a hit was titrated; hit rate 0.59% among 330,000; in the data active = a potency from the dose series; inconclusive = inhibition above about 70% without an active follow-up result;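 also: bacterial growth assessed after seven days of incubation; strong numbers were not always called active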
VEEV TC-83 Vero = inhibitors of VEEV TC-83 cytopathic effect, confirmation, Vero cells (AID 588727); Vero cells, VEEV TC-83 cytopathic effect inhibition; higher % means a stronger effect; inhibition, % at 20 µM; hits with a dose series show IC50 in µM; hit rate 0.13% among 350,000; in the data active = a potency from the dose series; inconclusive = inhibition mostly from about 14% at the one dose, without a potency; inactive = the rest, 99 in 100 with inhibition below about 12%; also: strong numbers were not always called active
M. tuberculosis = growth inhibition of non-replicating M. tuberculosis (AID 488890); hit rate 0.39% among 320,000; Mycobacterium tuberculosis non-replicating, growth inhibition; higher % means a stronger effect; inhibition, % at 25 µM, or IC50 in µM where a hit was titrated; in the data active = a potency from the dose series; inconclusive = inhibition mostly from about 82% at the one dose, without a potency; inactive = the rest, 99 in 100 with inhibition below about 76%;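 also: plate controls were DMSO cells for no effect and high antibiotic wells for full effect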
VEEV TC-83 Vero 10K pilot screen = also measured in VEEV TC-83 Vero; calls as there; inhibition, %; measured here: 10K pilot screen inhibition
* hit, by the source's call; i = inactive; ? = inconclusive; / = no result given.

SMILES	influenza NS1A	PhoP GFP inhibition	M. tuberculosis HTS	VEEV TC-83 Vero	M. tuberculosis	others
Nc1nc(O)c(Sc2ccccc2[N+](=O)[O-])c(=O)[nH]1	12%	9%	-1%	i	-20%
CN(c1ccccc1)S(=O)(=O)c1cccc(NC(=O)CSc2nncs2)c1	0%	-8%	9%	i	5%
COc1ccc(OC)c(-c2nc3ccccc3nc2-c2ccccc2)c1	-7%	-1%	0%	0.8%	0%
COc1ccc(C(=O)OCC#CCSc2nnc(-c3cccc4ccccc34)o2)cc1	-5%	/	2%	4.3%	28%
CN(CCc1ccccn1)C(=O)CCC1CCCN(C(=O)CCOc2ccccc2)C1 (centres undefined)	8%	-2%	2%	i	-19%
C=CCn1c(SCC(=O)c2ccc(O)c(O)c2)nnc1-c1ccccc1OC	7%	-10%	5%	0.7%	-3%	VEEV TC-83 Vero 10K pilot screen=1.0
Cn1c(O)c(Cc2cccc(Cl)c2Cl)c(=O)n(C)c1=O	-15%	3%	-6%	0.8%	-10%
O=C1C2C(C(=O)N1CCN1CCN(Cc3ccc([N+](=O)[O-])cc3)CC1)[C@H]1C=C[C@@H]2C1 (some centres undefined)	7%	-4%	-3%	i	-2%
CCN1CCCC1CNC(=O)c1ccc(Sc2ccccc2Cl)c([N+](=O)[O-])c1 (centres undefined)	8%	-13%	-3%	0.3%	69%
CC1CCCN(CCCNS(=O)(=O)c2ccc3c(c2)CCN3C(=O)C2CC2)C1 (centres undefined)	-2%	7%	-1%	0.9%	0%
CCOc1nc(NCCN2CCOCC2)nc(Nc2ccc([N+](=O)[O-])cc2)n1	0%	-7%	8%	2.4%	10%
Cc1ccc(NC(=O)CSc2nnc(NC(=O)C3CC3)s2)cc1C	18%	18%	0%	i	3%
O=c1c2[nH]c3ccccc3c2ncn1Cc1ccncc1	11%	-5%	7%	6.8%	-19%
CC12CN(C(=O)c3ccc([N+](=O)[O-])cc3)CC(C)(CN(C(=O)c3ccc([N+](=O)[O-])cc3)C1)C2=O	/	7%	-4%	/	14%
CC/C(C)=N/Nc1ccc(S(=O)(=O)N2CCCC2)cc1[N+](=O)[O-]	5%	-13%	-12%	0.8%	-28%
O=C1ON=C(c2ccccc2)/C1=C/c1ccccc1	19%	2%	0%	0.4%	-17%
COc1cnn(-c2cccc(C(F)(F)F)c2)c(=O)c1Cl	/	2%	-2%	i	2%
COc1ccc(NC2=CC(c3ccccc3)N(c3ccc(OC)cc3)C2=O)cc1 (centres undefined)	/	-2%	3%	1.0%	-5%
Cc1cccc(C)c1NC(=O)c1cccc(C(=O)Nc2c(C)cccc2C)n1	-2%	2%	5%	i	25%
c1ccc(Oc2cccc(CN3CCOCC3)c2)cc1	1%	-10%	-2%	1.0%	7%
Cc1c[n+]([O-])ccc1Oc1ccc([N+](=O)[O-])cc1	3%	2%	-16%	3.1%	-26%
Cc1ccc(NC(=O)CCC(=O)N/N=C/c2cc([N+](=O)[O-])ccc2O)cc1	-7%	-3%	2%	0.8%	61%
CN(Cc1ccccc1)C(=O)CN1CCCC1=O	-2%	4%	-6%	i	-14%
COC(=O)c1cc(-c2ccc(OC)cc2)on1	-3%	12%	?	i	1.6µM*
CC(=O)N1C(=O)/C(=C2\SC(=S)N(c3c(C)n(C)n(-c4ccccc4)c3=O)C2=O)c2ccccc21	17%	-8%	-7%	i	13%
CCc1c(O)nc(SCC(=O)Nc2ccc3c(c2)CCC3)[nH]c1=O	-2%	-5%	?	0.7%	75%
O=C(OCc1ccc(Cl)cc1)c1cnccn1	1%	-2%	31%	i	12%	VEEV TC-83 Vero 10K pilot screen=0.7
CCn1nc(C(=O)Nc2cc(Cl)ccc2-n2cncn2)c2ccccc2c1=O	-7%	-6%	-7%	1.2%	4%
O=C(c1ccc(-n2cncn2)c([N+](=O)[O-])c1)N1CCN(S(=O)(=O)c2ccc(F)c(F)c2)CC1	-15%	9%	-2%	1.2%	-14%
CN(C)CCCN(C(=O)c1nc2ccccc2s1)c1nc2ccc(F)cc2s1	2%	12%	-12%	22%	-8%
CCOc1ccc(N(CCC#N)S(=O)(=O)c2ccc(OC)cc2)cc1	-3%	-10%	-3%	0.7%	8%
C/C(=C\C1CCCCC1)C(NC(=O)c1ccc(C(F)(F)F)cc1)c1ccc(-c2ccccc2)cc1 (centres undefined)	-4%	0%	4%	0.0%	-4%
O=S(=O)(NCCC1=CCCCC1)c1ccc(Br)cc1	-5%	-6%	12%	2.0%	20%
Cc1[nH]nc(-c2ccc(OCc3cnn(-c4ccccc4)c3)cc2O)c1Oc1ccccc1F	-10%	-4%	-7%	1.1%	0%
CCCNC(=O)Cn1c(=O)oc2cc(S(=O)(=O)N3CCCC3)ccc21	6%	7%	-3%	1.1%	-3%
Cn1cc(Cl)c(C(=O)Nc2nccs2)n1	5%	2%	-8%	0.8%	-5%
C=CCN(c1ccccc1)S(=O)(=O)c1ccc(Cl)c(C(=O)OCC(=O)NCCCN2CCCC2=O)c1	0%	-10%	-4%	0.4%	4%
COc1cccc(N2CCN(C(=O)c3cc4cc(Cl)ccc4[nH]3)CC2)c1	-11%	7%	3%	2.5%	30%
COc1ccc2c(c1)O[C@H](c1ccc3c(c1)OCO3)[C@@H](OC(=O)Nc1cc(OC)c(OC)c(OC)c1)C2=O	/	0%	4%	/	10%
O=C(/C=C/c1cccc(Br)c1)NCc1ccncc1	2%	7%	4%	1.1%	7%
CCOc1cccc(C(=O)Nc2ccc3[nH]ncc3c2)c1	-20%	3%	-6%	2.6%	0%
O=C(CN1CCN(Cc2ccccc2)C1=O)NCc1cccs1	29%	8%	-4%	0.5%	/
O=C(CSc1nc(=O)n(CCCN2CCOCC2)c2c1CCC2)Nc1cccc(F)c1	1%	1%	-1%	0.9%	5%
CCC(=O)NCCc1nc2ccccc2n1CC	27%	-5%	2%	0.9%	-10%
CC(=O)c1cn(CC(=O)NCC2CCCO2)c2ccccc12 (centres undefined)	-3%	-8%	3%	1.7%	-3%
CCOc1ccc(N2CC(C(=O)Nc3cccnc3)CC2=O)cc1 (centres undefined)	-17%	-4%	0%	1.3%	-5%
COc1cc(/C=N/NC(=S)N/N=C/c2cc(OC)c(OC)c(OC)c2)cc(OC)c1OC	2%	2%	16%	0.7%	-24%
CCOc1ccc(C(=O)N2CCN(c3cccc(Cl)c3)CC2)cc1	-9%	-1%	-3%	0.7%	11%
COc1ccc(CCNC(=O)C2(C)CCC(=O)N2CCC(C)C)cc1OC (centres undefined)	-3%	7%	-17%	10.0%	/
CCCn1c(N)c(C(=O)CSc2n[nH]c(-c3ccccc3F)n2)c(=O)n(C)c1=O	7%	/	-3%	0.5%	3%
CCCC(=O)Nc1cccc(NC(=S)NC(=O)C(C)Oc2ccc(Cl)cc2Cl)c1 (centres undefined)	-4%	18%	8%	2.0%	-3%
CC(=O)N1CCN(C(=O)c2ccc(NS(=O)(=O)c3cc(C)ccc3C)cc2)CC1	-10%	0%	6%	0.9%	13%
N#Cc1cccc(-n2nnnc2-c2ccc3c(c2)OCO3)c1	18%	-4%	-9%	4.0%	-11%	VEEV TC-83 Vero 10K pilot screen=1.5
O=C(Nc1ccc(Br)cc1)N1C[C@H]2C[C@@H](C1)c1cccc(=O)n1C2	0%	13%	7%	2.3%	15%
CCn1c(=NC(=O)c2ccc(S(=O)(=O)N3CCOCC3)cc2)sc2cccc(OC)c21	-3%	13%	-2%	7.0%	9%
O=C(COC(=O)/C=C/c1ccccc1)NC(=O)NC1CCCCC1	-20%	/	10%	2.8%	33%
CN(C)C(CNC(=O)c1cc(Br)ccc1Cl)c1ccco1 (centres undefined)	-9%	8%	3%	i	0%
O=C(CNC(=O)c1ccc(Br)cc1)N/N=C/c1ccc[nH]1	-5%	-10%	-11%	i	-7%
COc1ccc(C(=O)NCCc2cn3ccccc3n2)cc1	-6%	11%	-1%	1.0%	1%
CCc1ccc(CN(C)CCc2ccccn2)cc1	7%	-1%	0%	2.0%	-10%

More results.
SMILES	influenza NS1A	PhoP GFP inhibition	M. tuberculosis HTS	VEEV TC-83 Vero	M. tuberculosis	others
C/C(CCc1ccc2c(c1)OCO2)=N\N=C(/N)SC1CC(=O)N(c2ccc(Cl)cc2)C1=O (centres undefined)	-2%	4%	-2%	0.0%	49%
NC(=O)CSc1nc2ccccc2n1Cc1ccccc1	-17%	-11%	-5%	1.4%	-2%
Brc1ccc2[nH]ncc2c1	-6%	-20%	-2%	0.5%	-16%
O=C(C(=Cc1ccc(F)cc1)c1ccccc1)c1ccc(O)cc1	3%	/	/	i	/
Cc1cccc(-c2nsc(SCC(=O)c3ccc(Cl)cc3)n2)c1	-6%	-2%	55%	1.8%	?
CCC(CC)c1nc2cc(OC)c(OC)cc2c(=O)o1	3%	-1%	20%	0.5%	13%
O=C(Nc1cnccn1)c1ccc(Cl)cc1	-5%	4%	2%	1.5%	3%
O=C(O)c1ccc(/C=N/NC(=O)c2cc(-c3cccs3)nc3ccccc23)cc1	-5%	-4%	2%	2.2%	25%
NC(=O)CCn1c(C(=O)c2cc(Cl)c(N)c(Cl)c2)c2ccccc2[n+]1[O-]	8%	-11%	-5%	0.4%	/
CCOC(=O)c1c(-c2ccc(C)o2)csc1NC(=S)NC(=O)N(C)C	9%	-2%	/	1.2%	/
CN(Cc1ccccc1)C(=O)COC(=O)COc1ccc(Cl)cc1	-3%	/	65%	1.3%	69%
CC(=O)Nc1ccc(S(=O)(=O)NCc2nc(-c3cccc(C)c3)no2)cc1	7%	-17%	5%	i	1%
CC(C)CCNC(=O)c1cn(CC(C)C)c(=O)c2c1c1ccccc1n2C	-22%	-8%	-4%	1.6%	26%
CCCOc1ccc(N2C(=O)CC(NCc3ccncc3)C2=O)cc1 (centres undefined)	6%	-17%	-10%	0.1%	8%
COc1ccc(C2/C=C\CN(C(=O)Nc3ccc(C(F)(F)F)cc3)CC(=O)N2Cc2ccc(F)cc2)cc1 (centres undefined)	1%	-1%	?	0.9%	33%
COc1ccc(NC(=O)CSc2nccn2-c2ccccc2)cc1	-1%	-7%	-6%	1.6%	4%
COc1ccc(NC(=S)N2CCC(NC(=O)c3cccc(C)c3)CC2)cc1	6%	5%	-4%	1.5%	12%
COc1ccc(-c2nc(CN3CCCCC3c3nccn3C)c(C)o2)c(C)c1C (centres undefined)	0%	-13%	?	i	?
Cc1cccc(C(=O)N2CCCC(c3nc(-c4ccc(C)o4)no3)C2)c1 (centres undefined)	7%	12%	2%	0.2%	2%
Cn1ncc2c(Nc3cccc(Cl)c3)nc(Nc3cccc(Cl)c3)nc21	3%	5%	?	11%	7%
COc1ccc2c(CC(=O)N3CCN(S(=O)(=O)c4cccs4)CC3)coc2c1	-3%	-2%	-7%	6.9%	34%
CC(C)(C)c1n[nH]c(=S)n(N)c1=O	12%	-5%	0%	5.0%	7%
Cc1cccc2cc(CN(C(=O)c3cccc([N+](=O)[O-])c3)C(C)C)c(=O)[nH]c12	4%	-4%	-3%	i	-8%
O=C1CC(/C=C/c2cccnc2)=Nc2ccccc2N1	0%	-7%	-1%	2.9%	59%
CCCCOC(=O)NCN1C(=O)C2C3C=CC(C3)C2C1=O (centres undefined)	4%	-9%	-10%	1.9%	41%	VEEV TC-83 Vero 10K pilot screen=1.3
O=C(CNC(=O)c1cccs1)Nc1cccc(S(=O)(=O)N2CCOCC2)c1	1%	/	/	0.2%	/
O=C(NCCN1CCN(C(=O)c2cccc(Br)c2)CC1)C(=O)Nc1ccc(Br)cc1	17%	-3%	67%	0.6%	36%
CN=C1SC(CC(=O)Nc2cccc(Cl)c2Cl)C(=O)N1C (centres undefined)	1%	-15%	-14%	0.5%	-10%

Quoted from the entries so far for reference:
SMILES	influenza NS1A	PhoP GFP inhibition	M. tuberculosis HTS	VEEV TC-83 Vero	M. tuberculosis	others
Cc1cccc2cc(CN(C(=O)c3cccc([N+](=O)[O-])c3)C(C)C)c(=O)[nH]c12	4%	-4%	-3%	i	-8%
O=C1CC(/C=C/c2cccnc2)=Nc2ccccc2N1	0%	-7%	-1%	2.9%	59%
CCCCOC(=O)NCN1C(=O)C2C3C=CC(C3)C2C1=O (centres undefined)	4%	-9%	-10%	1.9%	41%	VEEV TC-83 Vero 10K pilot screen=1.3
O=C(CNC(=O)c1cccs1)Nc1cccc(S(=O)(=O)N2CCOCC2)c1	1%	/	/	0.2%	/
O=C(NCCN1CCN(C(=O)c2cccc(Br)c2)CC1)C(=O)Nc1ccc(Br)cc1	17%	-3%	67%	0.6%	36%
CN=C1SC(CC(=O)Nc2cccc(Cl)c2Cl)C(=O)N1C (centres undefined)	1%	-15%	-14%	0.5%	-10%
